12-LOX inh = ALOX12 (human) lipoxygenase inhibition | P18054 | purified 12hLO, xylenol orange hydroperoxide absorbance | Potency, µM (highest dose often 108 µM), inactives show at the highest dose activity change, negative = inhibition, hits mostly inhibitors | actives 1.1% (n = 580,000); active means well fitted inhibition curve with a large enough effect; inconclusive means small, poorly fitted or top-dose-only effect, or another doubt; inactive means no such curve, though single readings can be large or run the other way
Target sequence (P18054 whole entry, looked up): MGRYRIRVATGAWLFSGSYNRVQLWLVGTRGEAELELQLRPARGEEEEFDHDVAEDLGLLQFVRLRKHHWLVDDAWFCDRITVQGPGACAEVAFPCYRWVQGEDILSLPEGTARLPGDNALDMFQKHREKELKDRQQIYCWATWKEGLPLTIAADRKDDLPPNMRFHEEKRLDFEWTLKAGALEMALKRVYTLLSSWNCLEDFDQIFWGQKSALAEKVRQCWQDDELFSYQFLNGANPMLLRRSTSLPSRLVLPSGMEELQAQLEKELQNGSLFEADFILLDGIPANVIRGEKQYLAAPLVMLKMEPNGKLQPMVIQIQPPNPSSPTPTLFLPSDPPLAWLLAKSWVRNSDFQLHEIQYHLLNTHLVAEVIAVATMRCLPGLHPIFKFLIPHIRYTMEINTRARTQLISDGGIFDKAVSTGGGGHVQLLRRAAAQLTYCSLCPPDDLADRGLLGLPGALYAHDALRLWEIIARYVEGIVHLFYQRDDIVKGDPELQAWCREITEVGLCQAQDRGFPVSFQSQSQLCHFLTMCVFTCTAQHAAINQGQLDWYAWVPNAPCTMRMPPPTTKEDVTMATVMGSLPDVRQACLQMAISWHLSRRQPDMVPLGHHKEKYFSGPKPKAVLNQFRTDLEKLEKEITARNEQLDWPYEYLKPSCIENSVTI
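Hydroperoxide product was detected by ferrous iron/xylenol orange as the 573 to 405 nm absorbance ratio. Arachidonic acid at 40 uM (final) was turned over for 30 min at room temperature by 150 nM human 12hLO, pH 7.0 Hepes buffer, after 15 min compound preincubation.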
An asterisk follows results filed as active; ? = inconclusive; & = joins results of further samples; [ ] = another dose, or the depositor's remark. On the % scale 0 is the no-effect control and ±100 the full control effect; potency means the concentration at half of the fitted maximal effect. A portion of the library, so the mix of outcomes need not match the whole.

12-LOX inh	molecule
3.2%	CCc1nncn1C1CCN(C(=O)c2ccc(C)c(C)c2)CC1
0.9%	O=C(CCCc1c[nH]c2ccccc12)NCC(=O)N1CCCCCCNC(=O)CC1c1ccccc1 (stereo unspecified)
20.8%[176 µM]	Cc1noc2c(NC3CCC(O)CC3)cc(-c3cccs3)nc12 (stereo unspecified)
?	O=C(O)C[C@@H]1CCN(C(=O)Nc2ccc(OC(F)(F)F)cc2)C[C@@H]1CCN1C[C@@H]2C[C@H](C1)c1cccc(=O)n1C2
37.3%[activator]	CC(=O)Nc1ccc(C(=O)NC2CCN(c3cc(-c4cccs4)[nH]n3)C2)cc1 (stereo unspecified)
17.2%	Cc1ccc(NC(=O)CN2C(=O)NC3(CCCCC3)C2=O)cc1Cl
13.6%	Cc1cccc(NC(=O)Cn2cccc2-c2nc(-c3ccc(F)cc3)no2)c1
?	COc1ccc(NC(=O)N[C@H]2C[C@@H](c3nc(-c4ccc(F)cc4)no3)N(C)C2)cc1
?	COC(=O)c1ccc2nc(-c3ccc(OC)c(OC)c3)c(Cc3ccccc3C(F)(F)F)n2c1
?	Cc1nc(N2CCC(C(=O)Nc3ccc(F)c(Cl)c3)CC2)cc(C(F)(F)F)n1
12.7%	COc1ccc(C(=O)N2CCN(c3cc(-c4ccccc4)[nH]n3)CC2)c(OC)c1
5.1%[176 µM]	COCC(=O)N1CC[C@@H](CC(=O)O)[C@@H](CCN2CCN(c3ccc(F)cc3)CC2)C1
?	COC(=O)c1ccc(NC(=O)c2c(OC)cc(=O)n3c2CCCC3)cc1
94.8%[activator]	Cn1c(Cn2cccn2)nnc1C1CCCN(Cc2nc(C(N)=O)no2)C1 (stereo unspecified)
3.6%[6.33 µM]	CC(=O)NCC(=O)N1Cc2ccccc2CC2(CCCN2CC2CCCC2)C1 (stereo unspecified)

Single values from the entries so far.
In 12-LOX inh, `Cc1ccc(NC(=O)CN2C(=O)NC3(CCCCC3)C2=O)cc1Cl` has the entry 17.2%
In 12-LOX inh, `O=C(CCCc1c[nH]c2ccccc12)NCC(=O)N1CCCCCCNC(=O)CC1c1ccccc1` (stereo unspecified) has the entry 0.9%
In 12-LOX inh, `Cn1c(Cn2cccn2)nnc1C1CCCN(Cc2nc(C(N)=O)no2)C1` (stereo unspecified) has the entry 94.8%[activator]
In 12-LOX inh, `CC(=O)Nc1ccc(C(=O)NC2CCN(c3cc(-c4cccs4)[nH]n3)C2)cc1` (stereo unspecified) has the entry 37.3%[activator]
In 12-LOX inh, `COc1ccc(C(=O)N2CCN(c3cc(-c4ccccc4)[nH]n3)CC2)c(OC)c1` has the entry 12.7%

Remaining list, next part.
12-LOX inh	molecule
45.2%[activator]	COCCNC(=O)C(NC(=O)c1cccc(OC)c1)C1CCN(C(=O)c2ccc(C)cc2)CC1 (stereo unspecified)
?	O=C(NCc1ccc(F)cc1F)c1noc(-c2ccc3c(c2)OCO3)n1
22.3%	COc1ccc(CC(=O)N2[C@@H]3CC[C@H]2CC(NC(=O)c2ccncc2)C3)cc1 (stereo partly specified)
9.3%	CNC(=O)[C@@H]1CN(C(=O)c2cc(C3CC3)[nH]n2)C[C@H]1c1n[nH]c(C)n1
49.2%[activator]	CCc1noc(C)c1C(=O)N[C@H](c1ccc2c(c1)CCO2)C1CC(O)C1 (stereo partly specified)
3.2%	CC(C)CN1C(=O)c2cccn2CC1C(=O)Nc1ccccc1F (stereo unspecified)
20.8%	O=C(Cn1ccn2nc3c(c2c1=O)CCCCC3)NCc1ccc(F)cc1
51.7%	O=C(NC[C@H]1Cn2cc(-c3ccc4c(c3)OCCCO4)nc2CO1)c1ccc2c(c1)OCO2
21.2%	COc1ccc([C@H]2NC(=O)C[C@H]2C(=O)N2CCOCC2)cc1
37.1%	Cc1c(C(=O)N2CC[C@](C)(O)[C@@H](O)C2)[nH]c2c(F)cccc12
6.9%	COc1ccc(-c2noc(-c3nc(C4CC4)no3)n2)cc1
?	FC(F)(F)c1ccc(CN2CC[C@H](c3nc4ccc(C(F)(F)F)cc4[nH]3)C2)cc1
54.2%[activator]	CC(C)CCN1C[C@@H]2C(=O)N(CCc3ccccc3)C(=O)[C@@H]2C1
11.4%	CCC(=O)N1CCC2(CC1)C(OC)C(=O)N2CC1CC1 (stereo unspecified)
54.6%[activator]	O=[S+]1([O-])NCC2(CCN(Cc3cncs3)CC2)Nc2ccccc21

New compounds follow.
12-LOX inh	molecule
?	COCCNC(=O)[C@@H](C)C1CC[C@@]2(C)CC[C@H](NC(=O)c3ccc(C#N)cc3)[C@@H](C)[C@@H]2[C@H]1O (stereo partly specified)
69.6%[activator]	OC[C@H]1CN(Cc2ccc(-n3ccnc3)cc2)C[C@H]1CN1CCCCC1
13.3%[176 µM]	OCCc1cc(CC2(NCc3ccc(C(F)(F)F)cc3)COC2)no1
29.5%	CCCN1CCN(c2ccc(-c3nc(C)no3)cn2)CC1
-4.3%	COC(=O)[C@H](Cc1ccc(OC)cc1)NC(=O)[C@H]1CN(C(=O)c2cccnc2)CCN1C(=O)NC1CCCCC1
56.7%[activator]	COc1ccc(CN2CCCCCNC(=O)CC2c2ccccc2)cc1Cn1ccnc1 (stereo unspecified)
27.3%	COc1ccc(N2CCN(C(=O)Cn3c(-c4ccc(F)cc4)nc(C)cc3=O)CC2)cc1
27.1%	CN1c2cc(C(=O)NCc3cccc(Cl)c3)ccc2C(=O)N2CCCC21 (stereo unspecified)
108.5%[activator]	c1cncc(CN2CCC(C3CCN(Cc4ccc[nH]4)C3)CC2)c1 (stereo unspecified)
?	Cn1cc2c3c(cccc31)CN(C(=O)C1CCC1)CC2
-3.5%	Cc1ccccc1NC(=O)Cn1c(N2CCCCC2)nc(C)c(C)c1=O
43.7%[activator]	COc1ccc(C(=O)N[C@@H](Cc2ccccc2)C(=O)N2CCCOCCNC(=O)CC2)cn1
3.1%	O=C(NC1CCCC1)c1csc(N2CCN(c3cccc(Cl)c3)CC2)n1
8.7%	O=C1CC(c2ccccc2)N(C(=O)CNS(=O)(=O)c2cccc3cccnc23)CCCCCCN1 (stereo unspecified)
36.0%	COC(=O)c1ccc(NC(=O)N2CCCC(Cc3nncn3CC3CC3)C2)cc1 (stereo unspecified)

(cont.)
12-LOX inh	molecule
-0.9%[176 µM]	O=C(Cc1c[nH]c2ncc(-c3cccnc3)cc12)NC1CC1
24.9%	CS(=O)(=O)N1CCCC(c2nc(-c3ccccc3)no2)CCNC(=O)CC1 (stereo unspecified)
5.0%	COc1ccccc1CCC(=O)N1CCC[C@H]1c1nc(-c2ccccc2)no1
20.0%	CCOC(=O)C1=C(C)N=C2SC=C(CC(=O)NC3CC3)N2C1c1cccc([N+](=O)[O-])c1 (stereo unspecified)
53.6%[activator][176 µM]	CC1(COc2cccnc2)COc2ccc(C(=O)NCCc3ccccc3)cc2N1 (stereo unspecified)
13.6%	CCCN1C(=O)CC[C@@H](S(=O)(=O)c2ccccc2)[C@@H]1c1ccccc1
17.7%	Cn1cccc1C(=O)N1CCN(C(=O)c2nnn3c2COC(c2ccc(Cl)cc2)C3)CC1 (stereo unspecified)
98.2%[activator]	NCCc1noc(Cc2ccccc2)n1
2.3%[6.33 µM]	O=C(O)C1CCc2nnc(C3CCN(C(=O)c4ccccc4)C3)n21 (stereo unspecified)
105.0%[activator]	COc1cccc(-c2cc(C(=O)NCc3nc(-c4ccccc4)n[nH]3)[nH]n2)c1
31.7%[activator]	CCOc1cc(=O)n2c(c1C(=O)Nc1ccc(F)c(C)c1)CCCC2
13.7%[176 µM]	Cc1ccccc1NC(=O)c1ccc2c(c1)OCCN(CCC(F)(F)F)C2
?	Cc1cccc(NC(=O)N2CC(Oc3ccccc3-c3nc(-c4ccccc4)no3)C2)c1
?	Cc1cc(N2CCNC[C@@H]2C)ccc1N1CCN(Cc2ccccc2)[C@@H](C)C1
26.4%	Cc1ccc(CNC(=O)c2ccc3c(c2)CN(Cc2ccncc2F)CCO3)cc1

Further entries.
12-LOX inh	molecule
5.9%	c1cc(-c2nc(C3CCNC3)no2)ccn1 (stereo unspecified)
71.6%[activator]	O=C(NCc1ccncc1)C1CN(Cc2ccccc2Br)CC12CCOCC2 (stereo unspecified)
40.5%[activator]	COCCNC(=O)CCC1CCN(S(=O)(=O)c2cccc(F)c2)CC1
11.5%	CCOc1ccc(C2Cn3nnc(-c4nc(-c5ccc(OC)cc5)no4)c3CO2)cc1 (stereo unspecified)
-6.8%	CC(C)c1ccc(CC(=O)N2CCCc3ncc(C(=O)NCc4ccc(F)cc4)cc32)cc1
19.2%	CCN(CCCNC(=O)CCn1ccn2nc3c(c2c1=O)CCCC3)c1ccccc1
-4.8%	O=C(N[C@H](Cc1ccccc1)C(=O)N(CCC1=CCCCC1)CC1CC1)[C@H]1O[C@@H](n2ccc(=O)[nH]c2=O)[C@H](O)[C@@H]1O
39.4%[activator]	CNC(=O)[C@@H]1C[C@@H](O)CN1C1CCN(C(=O)Cn2c(=O)oc3ccccc32)CC1
68.6%&70.7%[activator][176 µM]	O=[N+]([O-])c1cccc(-c2noc([C@@H]3Cc4nc[nH]c4CN3)n2)c1
22.4%	Cc1ccc(S(=O)(=O)N(C)CC2CCOC2)cc1F (stereo unspecified)
6.6%	Cn1ncc(N2CCC(CNC(=O)c3cccc(-n4cnnc4)c3)C2)cc1=O (stereo unspecified)
3.4%	O=C1CCN(S(=O)(=O)c2ccccc2)CCCN(C(=O)c2c[nH]c3ccccc23)CCN1
40.9%[activator]	Cc1ccsc1C(=O)N1CC(c2nnc(-c3ccncc3)o2)C2(CCOCC2)C1 (stereo unspecified)
5.7%	Cc1nc(-c2c3n(c(=O)n(Cc4ccc(F)c(F)c4)c2=O)CCCCC3)no1
41.8%[activator]	CCCC(=O)N1CCc2cc(S(=O)(=O)NC(C)c3ccccc3)ccc2C1 (stereo unspecified)

Structures shown so far containing a COOH group, in the order listed:
12-LOX inh	molecule
?	O=C(O)C[C@@H]1CCN(C(=O)Nc2ccc(OC(F)(F)F)cc2)C[C@@H]1CCN1C[C@@H]2C[C@H](C1)c1cccc(=O)n1C2
5.1%[176 µM]	COCC(=O)N1CC[C@@H](CC(=O)O)[C@@H](CCN2CCN(c3ccc(F)cc3)CC2)C1
2.3%[6.33 µM]	O=C(O)C1CCc2nnc(C3CCN(C(=O)c4ccccc4)C3)n21 (stereo unspecified)

Carrying on:
12-LOX inh	molecule
59.3%[activator]	CC(C)c1nnc(C2CN(C(=O)c3ccc(F)cc3F)CC23CCOCC3)o1 (stereo unspecified)
18.7%	N#Cc1cccc(CN2CCc3c(n(Cc4cccnc4)n(CCc4ccccc4)c3=O)C2)c1
?	O=C(NC1CC1)C1COC2(CCN(C(=O)Cc3cccs3)CC2)N1C(=O)c1ccc(F)cc1 (stereo unspecified)
24.6%	Cc1ccc2c(N3CCC(CO)(CN4CCCC4)CC3)ccnc2c1C
73.4%[activator]	CCN(CC)Cc1cnc2c(C(=O)NCc3nc(C)cs3)cnn2c1
14.4%	O=C(c1ccncc1)N1CCC(Oc2nccnc2N2CCOCC2)C1 (stereo unspecified)
-12.9%	O=C(NCc1ccc(C(F)(F)F)cc1)C1CN(Cc2ccccc2)C(=O)N1 (stereo unspecified)
7.8%[176 µM]	CC(C)N1C[C@H](O)C[C@H]1c1nc(-c2ccc(F)cc2)no1
53.3%	COc1cccc(CN2CCCN(S(=O)(=O)c3ccccc3)CCC(=O)NCC2)c1
152.8%[activator]	CCCN(CC1CC1)C(=O)c1ccc2c(c1)C(O)CCCCCN2CCOC (stereo unspecified)
4.1%	Cc1ccc(CNC(=O)O[C@H]2CC[C@@]34CCCN3C(=O)CCC[C@H]4[C@H]2Cc2ccccc2)cc1
?	O=C(NC[C@H]1OC[C@@H](NC2CCCCC2)[C@@H]1O)c1cccs1
3.2%[176 µM]	COc1cc(C)c2c(c1C)C[C@H]([C@H](C)C(=O)O)CC2
4.4%	O=C1CC[C@]2(C(=O)N3CCCCC3)CCCC[C@H]2N1CCc1ccccc1
55.8%[activator]	COc1ccc(Cl)cc1C(=O)N(C)C1CCc2nnc(C)n2CC1 (stereo unspecified)

(listing goes on)
12-LOX inh	molecule
3.2%	O=C(Cc1ccccc1)Nc1ccnn1C1CCN(Cc2ccc3cccc(F)c3n2)CC1
27.8%	COc1cccc(-c2cc(C3CCN(C(=O)Nc4ccc(F)cc4F)CC3)[nH]n2)c1
64.4%[activator]	CCC(C(=O)N1CCc2onc(-c3ccc(F)c(F)c3)c2C1)n1cccn1 (stereo unspecified)
12.3%	COc1cc(SC)ccc1C(=O)N[C@@H]1C=C(C(=O)N[C@@H](Cc2ccc(O)cc2)C(N)=O)C[C@@H](O)[C@@H]1O
85.3%[activator]	O=C(N[C@H](c1ccccn1)C1CC(O)C1)c1cc(=O)n(-c2ccccc2)[nH]1 (stereo partly specified)
12.1%	O=C(Cn1cccn1)NC1CC(=O)N(Cc2ccccc2C(F)(F)F)C1 (stereo unspecified)
19.3%	COc1cccc(S(=O)(=O)N2CCn3nnc(CCC(=O)NC4CC4)c3C2)c1
35.0%	CCOC(=O)C1(Cc2ccccc2F)CCCN(C(=O)c2ccc3ncccc3c2)C1 (stereo unspecified)
32.6%[activator]	O=C(c1nccc2ccccc12)N1CCN(C(=O)N2CC3CC(C2)[C@H]2CCCC(=O)N2C3)CC1 (stereo partly specified)
4.9%	CCOC(=O)c1ccc(CNC(=O)N2CCC3(CC2)CN(c2ccccc2)C3=O)cc1
?	CN1C[C@@H](NC(=O)c2cncnc2)C[C@H]1c1nc(-c2cnccn2)no1
-1.1%[176 µM]	CC(C)NC(=O)NC[C@H]1OC[C@@H](NCc2cccc(C#N)c2)[C@@H]1O
-15.7%	CCN1CCC2(CCC1=O)CN(Cc1nc(CCOC)no1)CCN2C (stereo unspecified)
26.2%	COCC(=O)NC1CCC12CCN(S(=O)(=O)c1cn(C)cn1)CC2 (stereo unspecified)
-2.2%	COC1CCC12CCN(C(=O)Cc1ccccc1)CC2 (stereo unspecified)
25.7%	O=C(NCc1ccc(OC(F)(F)F)cc1)N1CCCC(Cn2cnc3cccnc32)C1 (stereo unspecified)

High-throughput results from PubChem BioAssay.
